Bioassay records deposited in PubChem BioAssay by several laboratories.
NS3 helicase inh – blocks Hepatitis C virus NS3 helicase unwinding; 290,000 tested, 0.56% active; NS3 helicase DNA unwinding, Cy5 molecular beacon fluorescence; AID 1800; inhibition, % at 10.9 µM;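 active = inhibition above the mean of all tested compounds plus 3 SD, set per campaign, cut at about 35% in these data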;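 also: 0% = DMSO wells and 100% = thioflavine S control wells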
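Assay system – hepatitis C virus NS3 helicase domain fragment enzyme · Buffer or medium – MOPS pH 6.5, MgCl2, DTT, Tween20, BSA · Reagent – Cy5/quencher beacon DNA duplex and ATP to start · Compound – single 10.9 µM dose · Timing – 1 h at 25 °C · Technique – Cy5 beacon fluorescence read at start and 1 h · Measure – % inhibition of unwinding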
GalR3 antag – blocks the human galanin receptor 3. HEK293 GalR3-CNG cAMP membrane potential fluorescence; galR3 body fused to GalR1 C-terminus. inhibition, % at 3 µM. 360,000 tested, 0.44% active;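 active = inhibition above the screen-wide average plus 3 SD, cut at about 13% in these data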;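 also: forskolin and galanin both at EC90 stimulate the cells; cAMP rise reported by CNG channel membrane potential dye signal; 0% = forskolin plus galanin with DMSO and 100% = forskolin alone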
VIM-2 inh – inhibitors of Pseudomonas aeruginosa VIM-2 metallo-beta-lactamase; inhibition, % at 5.6 µM; 290,000 tested, 0.89% active; purified VIM-2, nitrocefin hydrolysis, epi-absorbance fluorescence;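 active = inhibition above the mean of all tested compounds plus 3 SD, cutoff set per screening run, cut at about 7.5% in these data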;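 also: red hydrolysis product quenches plate fluorescence so inhibitors raise well fluorescence; 0% = enzyme with DMSO and 100% = DMSO without enzyme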
UBC9 SUMO inh – SUMOylation inhibition. P63279. HTRF SUMOylation assay, SAE1/SAE2 + UBC9, in vitro. inhibition, % at 35 µM. 290,000 tested, 0.36% active. AID 2006; in the data active = inhibition above about 50%, passing the limit was not always enough; also: strong numbers were not always called active
p-CIP stab down – compounds decreasing mouse p/CIP protein stability; 290,000 tested, 0.01% active; Q05BA5; decrease of EGFP signal, % at 10 µM; F442A p/CIP-EGFP cells, EGFP fluorescence, 16 h;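 active = EGFP signal decrease of at least 30% at 10 µM or well 3 SD below plate mean, unless failing retest; inactive = the rest, including hits failing retest or dose response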; also: some compounds called inactive have numbers as strong as hits; many of its hits are not listed in these tables
IDE inh – cellular human IDE inhibition. inhibition, % at 5.59 µM. HEK cells, FAbetaB cleavage, fluorescence polarization. 320,000 tested, 0.41% active;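 active = percent inhibition above the average of all tested compounds plus 3 SD, set per screening campaign, cut at about 16% in these data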;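 also: IDE supplied by intact live HEK cells; FP after avidin binding of uncleaved biotin substrate so inhibition keeps polarization high; 0% = DMSO wells and 100% = 60 µM reference IDE inhibitor Ii1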
Target sequence (P14735 whole entry, looked up): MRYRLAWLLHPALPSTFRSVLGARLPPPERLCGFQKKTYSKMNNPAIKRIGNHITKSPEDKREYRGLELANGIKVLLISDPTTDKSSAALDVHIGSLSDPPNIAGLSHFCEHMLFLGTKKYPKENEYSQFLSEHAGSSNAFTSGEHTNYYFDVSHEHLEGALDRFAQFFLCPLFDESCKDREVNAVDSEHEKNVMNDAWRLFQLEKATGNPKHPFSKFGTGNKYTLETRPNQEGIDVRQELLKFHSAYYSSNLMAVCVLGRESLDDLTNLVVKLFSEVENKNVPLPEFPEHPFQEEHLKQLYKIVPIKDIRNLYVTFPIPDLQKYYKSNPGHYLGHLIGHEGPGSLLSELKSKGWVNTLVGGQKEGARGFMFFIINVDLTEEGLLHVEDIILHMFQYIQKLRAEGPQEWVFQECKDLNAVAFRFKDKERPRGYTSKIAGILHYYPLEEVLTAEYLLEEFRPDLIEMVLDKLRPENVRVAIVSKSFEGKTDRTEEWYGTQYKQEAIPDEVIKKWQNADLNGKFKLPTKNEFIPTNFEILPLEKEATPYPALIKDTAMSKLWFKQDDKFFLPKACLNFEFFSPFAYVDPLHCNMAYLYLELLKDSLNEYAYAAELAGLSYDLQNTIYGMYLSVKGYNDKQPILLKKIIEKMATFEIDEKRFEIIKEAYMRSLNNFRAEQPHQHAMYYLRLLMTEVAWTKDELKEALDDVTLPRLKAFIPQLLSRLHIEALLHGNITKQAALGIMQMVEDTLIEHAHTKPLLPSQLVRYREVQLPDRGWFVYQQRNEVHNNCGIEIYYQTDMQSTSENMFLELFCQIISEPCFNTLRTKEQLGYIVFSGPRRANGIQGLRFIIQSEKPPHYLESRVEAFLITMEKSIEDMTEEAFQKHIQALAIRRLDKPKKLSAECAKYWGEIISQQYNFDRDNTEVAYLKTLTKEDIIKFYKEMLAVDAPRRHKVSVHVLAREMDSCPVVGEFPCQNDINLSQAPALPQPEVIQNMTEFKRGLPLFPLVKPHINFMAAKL
IMP-1 inh – blocks Pseudomonas aeruginosa IMP-1 metallo-beta-lactamase; purified IMP-1, nitrocefin hydrolysis, epi-absorbance fluorescence; 290,000 tested, 0.45% active; inhibition, % at 5.6 µM;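 active = inhibition above the mean plus 3 SD of all compounds in the same screening run, cut at about 4.5% in these data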;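 also: 0% = IMP-1 with DMSO and 100% = DMSO wells lacking enzyme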
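Assay system: purified IMP-1; Quantity: IMP-1 0.2 nM before substrate addition; Medium: HEPES buffer pH 7.1 with ZnSO4 and Brij 35; Incubation: 15 min enzyme–compound preincubation, then 25 min nitrocefin reaction, 25 °C; Signal: fluorescence quenching readout, ex 480/em 530 nm; Controls: DMSO with and without IMP-1; Repeats: singlicate testing.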
CRFR2-BP antag – CRF-BP/CRF-R2 complex antagonism | HEK293 CRF-R2/CRF-BP, CRF-induced calcium fluorescence | inhibition, % at 11.8 µM | 350,000 tested, 0.59% active | AID 588475;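 active = inhibition of the ligand-induced calcium signal above about 50% at the single tested concentration, limit read from the data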
IDE act – boosts human insulin-degrading enzyme activity in HEK cells. AID 493087. FAbeta-B cleavage, fluorescence polarization; 0% vehicle, 100% cell-free pure enzyme wells. 340,000 tested, 0.073% active. P14735. activation, % at 5.96 µM;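 active = activation above the mean of all tested compounds plus 3 SD, set per screening campaign, cut at about 17% in these data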
Numbers without * were called inactive; . = not tested or not shown.

SMILES	NS3 helicase inh	GalR3 antag	VIM-2 inh	UBC9 SUMO inh	p-CIP stab down	IDE inh	IMP-1 inh	CRFR2-BP antag	IDE act
N#Cc1ccccc1Sc1ccccc1C(=O)OCC(N)=O	-10	2	-1.8	14	-13	-2	-1.5	-1	6
CCOC(=O)N1CCN(c2ncnc3c2cnn3-c2ccc(OC)cc2)CC1	-3	-5	2.0	-13	5	.	0.7	-3	1
CC(=O)c1ccc(NC(=O)NC2CC(=O)N(c3ccc4c(c3)OCCO4)C2)cc1 (stereo unspecified)	.	-4	.	.	.	-2	.	10	1
NC(=O)c1ccc(/C=N/O)[n+](Cc2ccccc2)c1	5	-9	-4.5	4	-4	0	-2.6	4	-1
Cc1cc(/C=C(\C#N)C(=O)NCc2cccs2)c(C)n1-c1ccccc1F	5	-6	1.7	-7	-8	2	-0.4	34	2
Cc1ccc(C2(C)NC(=O)N(CC(=O)Nc3nc(-c4ccccn4)cs3)C2=O)cc1 (stereo unspecified)	.	-5	.	.	.	-2	.	-30	0
CCCCSc1nnc(-c2ccc(OC)cc2)n1C	-3	-4	-0.4	34	-19	-4	-2.5	-5	7
CC(=O)N1N=C(c2cccc(Cl)c2)OC1c1cccc([N+](=O)[O-])c1 (stereo unspecified)	-1	0	-3.3	-8	6	1	-3.9	-14	0
COc1ccc(N2CCN(CCCNC(=O)Nc3ccccc3)CC2)cc1	-2	-2	2.4	1	-13	-2	-0.1	2	-2
O=C(CNC(=O)C1CCCCC1)Nc1ccc(Cl)cc1	1	-4	-0.5	-2	-13	2	-2.2	9	9
Nc1nc(NCCO)nc(NCc2ccccc2)c1[N+](=O)[O-]	8	.	-1.2	19	-3	-4	-2.6	4	2
NC(=O)CC1C(=O)N(c2ccccc2)C(=S)N1NC(=O)c1ccc(Br)cc1 (stereo unspecified)	-6	-10	-5.7	11	-2	2	-2.3	-10	2
O=c1c(-c2ccc(O)cc2)coc2cc(O)cc(O)c12	.	2	.	23	4	-7	.	-8	5
CCOC(=O)C1=C(C)N=C(SC)N(C)C1c1ccccc1 (stereo unspecified)	2	-7	-1.6	23	1	4	-1.3	10	1
COc1ccc(NC(=O)c2cccc3ccccc23)cc1	11	2	0.9	12	-11	-2	-1.7	16	1
CNC(=O)c1[nH]cnc1C(=O)Nc1ccc(OC)cc1	-2	-4	2.4	12	-7	-3	0.3	4	2
CCCC[C@@H](CNC)NC[C@H](Cc1ccc(O)cc1)NCCc1ccc(OCC)cc1	-56	-1	67*	1	1	-2	0.8	-11	5
COc1cccc(C2CC(c3ccc(C(C)C)cc3)n3nc(N)nc3N2)c1 (stereo unspecified)	-6	-1	-1.5	16	-7	1	-1.3	-40	5
CCOC(=O)N1CCN(C(=S)NC(=O)C23CC4CC(CC(C4)C2)C3)CC1	2	-3	-6.0	-16	-2	-4	-6.5	2	.
Cc1occc1-c1nnc(SCC(=O)N2CCOCC2)o1	7	-1	-1.0	-9	-9	0	-3.6	-5	-3
CCOc1ccc(CCNC(=O)c2nn(C)c3c2CS(=O)(=O)c2ccccc2-3)cc1OCC	-5	-2	-0.3	.	-6	-3	-1.9	5	7
CC1CCCN(C(=O)c2nn(C)c3c2CS(=O)(=O)c2ccccc2-3)C1 (stereo unspecified)	0	-2	-1.9	4	1	6	-1.6	-12	0
Clc1ccc(-c2cn3ccccc3n2)cc1	-6	-13	-0.3	8	6	3	-1.3	31	-1
COc1ccc(NC(=O)CN(C)CC(=O)Nc2sc3c(c2C#N)CCC3)cc1	.	-5	.	.	.	7	.	-3	4
COc1ccc(/C=N/NC(=O)C(Cc2c[nH]c3ccccc23)NC(=O)OCC(C)C)cc1[N+](=O)[O-] (stereo unspecified)	-2	15*	-4.7	4	-24	2	-1.2	-31	-2
COc1cccc(CNC(=O)c2cccc(NC(=O)C3=C(C)OCCS3)c2)c1	13	.	1.0	-6	-10	1	1.1	15	3
CCOc1ccc(OCC(=O)Nc2ccccc2C(F)(F)F)cc1	3	-4	-2.5	16	-11	-3	-2.3	-38	3
O=C(CNC(=O)c1ccco1)Nc1ccc(N2CCCCCC2)cc1	.	-2	.	.	.	2	.	-14	4
Cc1cccc(CCNC(=O)CNS(=O)(=O)c2ccc3nc(C)sc3c2)c1	17	0	-2.9	-6	-12	4	-1.9	-19	5
c1ccc2c(c1)[nH]c1c(N3CCN(C4CCCCC4)CC3)ncnc12	9	-1	4.3	.	.	13	-1.2	-2	-19

Four compounds drawn at random from those above, as already listed:
SMILES	NS3 helicase inh	GalR3 antag	VIM-2 inh	UBC9 SUMO inh	p-CIP stab down	IDE inh	IMP-1 inh	CRFR2-BP antag	IDE act
CNC(=O)c1[nH]cnc1C(=O)Nc1ccc(OC)cc1	-2	-4	2.4	12	-7	-3	0.3	4	2
CCOc1ccc(CCNC(=O)c2nn(C)c3c2CS(=O)(=O)c2ccccc2-3)cc1OCC	-5	-2	-0.3	.	-6	-3	-1.9	5	7
COc1ccc(/C=N/NC(=O)C(Cc2c[nH]c3ccccc23)NC(=O)OCC(C)C)cc1[N+](=O)[O-] (stereo unspecified)	-2	15*	-4.7	4	-24	2	-1.2	-31	-2
CC1CCCN(C(=O)c2nn(C)c3c2CS(=O)(=O)c2ccccc2-3)C1 (stereo unspecified)	0	-2	-1.9	4	1	6	-1.6	-12	0

Further results follow.
SMILES	NS3 helicase inh	GalR3 antag	VIM-2 inh	UBC9 SUMO inh	p-CIP stab down	IDE inh	IMP-1 inh	CRFR2-BP antag	IDE act
COc1ccc(C2/C(=C(\O)c3ccc4c(c3)OCCO4)C(=O)C(=O)N2Cc2cccnc2)cc1 (stereo unspecified)	6	2	-1.6	.	-11	2	-2.1	-8	0
Cc1nn(-c2ccccc2)c(C)c1C(=O)NCCc1ccc(Cl)cc1	-4	-1	-3.2	-1	-10	1	-4.0	4	5
CCN(CC)CC(=O)Nc1ccc2c(c1)N(C(=O)CN(CC)CC)c1ccccc1CC2	-11	-1	-3.5	0	10	3	-4.1	-3	-4
Cc1cc(C(F)F)n2ncc(C(=O)NC3CCCCCC3)c2n1	-5	2	2.3	13	4	1	-1.6	10	5
COC(=O)CN1C(=O)[C@H]2[C@@H](/C=C/c3ccccc3)N3C(=O)CN(Cc4ccccc4)C(=O)[C@@]3(C)[C@H]2C1=O	-1	1	-0.5	12	-5	-2	-0.8	18	6
Cc1cc(NC(=O)CSc2cn(CCNC(=O)c3ccc(Cl)cc3)c3ccccc23)no1	-15	.	-0.8	-1	-17	-2	-1.1	-10	1
COc1ccccc1C(=O)Nc1ccc(S(=O)(=O)N2CCCCC2c2cccnc2)cc1 (stereo unspecified)	-13	6	0.8	14	3	-1	0.6	-11	1
c1ccc2cc(OCCCn3ccnc3)ccc2c1	-2	-12	-1.5	18	-12	-2	-0.1	9	6
Oc1c(CN2CCCCC2)cc(Br)c2cccnc12	2	4	-0.8	-26	1	6	-4.2	9	0
Cc1cc(SCC(=O)NC(=O)NCc2ccco2)nc2ccccc12	13	-1	-0.1	11	0	7	-3.4	-40	-3
O=c1oc2c(-c3ccc([N+](=O)[O-])cc3)cc(O)cc2s1	20	-4	1.0	29	-6	0	-1.5	14	-7
CCOc1ccc(C2CC(=O)c3c([nH]c(C(=O)OC)c3C)C2)cc1OC (stereo unspecified)	-2	-2	1.1	18	-21	-5	-1.6	-3	2
CN(C)c1cccc(C(=O)OCC(=O)Nc2ccccc2Sc2ccccc2)c1	-13	-1	-0.7	-6	-4	3	-1.0	62*	5
O=C(COC(=O)c1ccc(O)cc1)Nc1cccc(S(=O)(=O)NC2=NCCC2)c1	.	-8	.	.	.	-5	.	-3	10
CC(C)CC(C(=O)N1CCOCC1)N1Cc2ccccc2C1=O (stereo unspecified)	12	-1	-2.7	12	-2	7	-0.5	6	4
COc1ccc(OC(C)C(=O)NC(C)c2ccccc2)cc1 (stereo unspecified)	13	-11	-2.2	-8	-4	1	-0.7	14	1
COCCCNC(=S)Nc1ccccc1[N+](=O)[O-]	11	-1	-0.9	8	-1	-3	-2.0	-1	-3
CC(C)c1ccc(NC2CCCN(C(=O)c3ccnn3C)C2)cc1 (stereo unspecified)	1	-4	-1.3	2	4	-2	-1.5	-5	6
CCC(CC)c1nnc(NC(=O)COc2ccc3c(c2)OCO3)s1	7	-5	-0.8	-2	-9	4	-3.0	-34	7
CC(O)CN=c1cc(-c2ccccc2)oc2ccc(Cl)cc12 (stereo unspecified)	4	-4	1.6	2	-7	4	-1.4	3	-2
Cc1ccc(S(=O)(=O)NCCC(=O)NNC(=O)COc2ccc(Br)cc2)cc1C	.	-7	.	.	.	3	.	-6	0
COc1ccc(N(CC(=O)NCCSCc2ccco2)S(=O)(=O)c2ccccc2)cc1Cl	14	-3	-1.0	-2	6	4	-1.1	-14	1
Fc1cccc(F)c1/C=N/Nc1ccccn1	-1	-2	0.7	7	6	-1	-1.0	-21	3
CC(NC(=O)CCc1nnc(C2(c3ccc(Cl)cc3)CCC2)o1)C1CC1 (stereo unspecified)	9	-4	-2.7	17	-12	-5	-1.9	30	1
C#CC1CN(Cc2ccccc2)CC(C#C)N1C (stereo unspecified)	-5	-2	-1.3	-7	-2	2	-3.4	-9	1
CC(C(=O)N1CCN(Cc2ccc3c(c2)OCO3)CC1)c1ccc([N+](=O)[O-])cc1 (stereo unspecified)	-3	-4	-2.3	8	-5	3	-2.5	7	0
NC(=S)Nc1cccc(F)c1	-10	-5	-2.7	8	-1	-1	-2.1	4	-3
O=C(Cc1ccc(Cl)cc1)NNC(=O)c1ccco1	8	-4	0.9	16	-7	0	-1.6	0	3
CCOC(=O)NC(=O)/C(C#N)=N\Nc1ccc(Cl)cc1	1	0	-2.9	7	-3	8	-1.0	2	6
CSc1nc2ncc(C#N)cn2n1	4	0	-2.0	4	0	0	-3.4	0	2
O=c1cc(-c2ccccc2)oc2cc(OCc3ccccc3)cc(O)c12	11	-4	-3.4	11	-26	1	-2.3	-15	-6
COc1ccc(CNC(=O)CCCn2nc(C)c3c(C)n(-c4ccccc4)nc3c2=O)cc1	-14	0	-1.4	11	-2	4	-2.5	12	3
COc1cc(NC(=O)CN2CCC(C(N)=O)(N3CCCCC3)CC2)c(OC)cc1Cl	1	4	1.0	-7	2	-1	-0.4	7	7
CSc1nsc(NC(=O)OCc2ccc(Cl)cc2)n1	-3	-9	-1.1	-8	11	2	-2.2	24	-1
Cc1noc(C)c1CSc1ccccc1C(=O)O	2	-8	-2.3	-15	-11	5	-3.6	13	1
COc1cc(C(C(=O)NC2CCCC2)N(C(=O)c2snc(C(N)=O)c2N)C2CCCC2)cc(OC)c1OC (stereo unspecified)	7	-10	-0.8	12	-11	-2	-1.4	10	1
O=C(Nc1ccc(NS(=O)(=O)c2ccccc2)cc1)c1ccc(Cl)cc1	0	0	1.7	-15	-9	-1	-1.4	-9	7
CN(C)S(=O)(=O)c1cccc(NC(=O)COC(=O)/C=C/c2cccs2)c1	4	-7	-2.6	-1	21	-4	-2.3	5	1
CCCCNC(=O)c1nn(-c2ccccc2OC)c(=O)c2ccccc12	-5	2	-0.1	1	0	8	-0.5	6	-2
